Screening results (PubChem)
DAX1 inh-1 = DAX1 (NR0B1) inhibition, primary screen. HEK293T StAR-luciferase reporter, SF-1/DAX-1 repression relief. inhibition, % at 6.8 µM. 370,000 compounds, 1.1% hits. AID 652010;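 active = inhibition above the mean over all tested compounds plus 3 SD, cut at about 3.6% in these data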;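 note: 0% = DAX-1 cells with DMSO and 100% = cells lacking DAX-1 with DMSO; higher inhibition means more luminescence from relief of DAX-1 repression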
FXN GAA850 act = increases GAA850 frataxin promoter reporter activity; 360,000 compounds, 0.56% hits; AID 540364; HEK293 lucGAA850 FXN promoter luciferase reporter, 24 h; percent of 10 µM SAHA response; activation, % at 6 µM;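 active = activation above the average of all compounds screened plus 3 SD, cutoff fixed separately per campaign, cut at about 7.5% in these data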;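 note: 0% = DMSO wells and 100% = 10 µM SAHA wells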
DAX1 inh-2 = inhibits human nuclear receptor DAX1; P51843; HEK293 Gal4-DAX1 luciferase reporter, luminescence; inhibition, % at 6.75 µM; 340,000 compounds, 0.99% hits; AID 504766;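 active = inhibition above the mean over all tested compounds plus 3 SD, cut at about 4.2% in these data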;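 note: 0% = DAX1-transfected cells with DMSO and 100% = empty-vector control cells with DMSO; inhibition shows as a rise in luminescence from relieved DAX1 repression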
Target sequence (P51843 207-470 limits assumed): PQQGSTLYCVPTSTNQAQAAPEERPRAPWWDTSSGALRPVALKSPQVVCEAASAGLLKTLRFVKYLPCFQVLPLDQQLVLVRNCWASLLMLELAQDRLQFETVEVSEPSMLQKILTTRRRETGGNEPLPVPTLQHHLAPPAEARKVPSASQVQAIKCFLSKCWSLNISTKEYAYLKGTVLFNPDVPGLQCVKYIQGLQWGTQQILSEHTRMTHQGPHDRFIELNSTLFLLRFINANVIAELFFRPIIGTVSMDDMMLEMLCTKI
proKLK7 act = proKLK7 (human) activation, primary screen; 370,000 compounds, 0.9% hits; AID 652039; activation, % at 7 µM; purified proKLK7, EDANS-DABCYL substrate fluorescence; 100% is mature enzyme control, 0% vehicle;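 active = activation above the mean of all tested compounds plus 3 SD, computed per campaign excluding outliers beyond control limits, cut at about 13% in these data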
Target sequence (P49862 whole entry, looked up): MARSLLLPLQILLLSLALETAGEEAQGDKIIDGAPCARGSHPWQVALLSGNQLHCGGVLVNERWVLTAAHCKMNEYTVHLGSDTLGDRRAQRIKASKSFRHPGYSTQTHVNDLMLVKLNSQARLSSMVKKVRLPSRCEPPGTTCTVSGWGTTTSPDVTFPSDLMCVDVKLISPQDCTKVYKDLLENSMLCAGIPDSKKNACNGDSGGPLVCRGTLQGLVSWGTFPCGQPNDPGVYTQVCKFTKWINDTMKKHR
sPLA2-III inh = Inhibits HGIII-sPLA2 liposome hydrolysis, primary screen | QFRET BODIPY PC-A2 liposome hydrolysis, fluorescence | 370,000 compounds, 0.56% hits | inhibition, % at 12.2 µM | AID 743126;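 active = inhibition above mean plus 3 SD of compounds lying within the high and low control bounds, cut at about 19% in these data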;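 note: 0% = median of test compound wells and 100% = no enzyme DMSO wells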
Target sequence (Q9NZ20 whole entry, looked up): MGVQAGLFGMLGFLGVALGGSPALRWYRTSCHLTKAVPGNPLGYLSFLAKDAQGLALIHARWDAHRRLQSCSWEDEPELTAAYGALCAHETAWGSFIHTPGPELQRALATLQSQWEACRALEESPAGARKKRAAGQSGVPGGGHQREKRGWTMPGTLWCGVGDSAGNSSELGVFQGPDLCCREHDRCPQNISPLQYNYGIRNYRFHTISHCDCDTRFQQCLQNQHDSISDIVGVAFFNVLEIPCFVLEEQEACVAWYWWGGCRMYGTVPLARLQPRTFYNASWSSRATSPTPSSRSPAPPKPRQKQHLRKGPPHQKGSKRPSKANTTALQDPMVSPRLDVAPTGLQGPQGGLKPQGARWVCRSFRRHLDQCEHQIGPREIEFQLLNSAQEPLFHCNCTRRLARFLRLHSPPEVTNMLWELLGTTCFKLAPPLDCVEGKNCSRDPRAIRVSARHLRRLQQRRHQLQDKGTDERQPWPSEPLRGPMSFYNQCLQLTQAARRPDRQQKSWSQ
hgDAF-12 ag = hgDAF-12 agonism, primary luciferase screen. AID 687014. HEK293 GAL4-hgDAF12 UAS-luciferase reporter, agonist luminescence; normalized to butyrate control. 370,000 compounds, 1.8% hits. activation, % at 6.8 µM;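 active = activation above a cutoff set at the mean of all screened compounds plus 3 SD, cut at about 10% in these data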;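 note: 0% = DMSO wells and 100% = sodium butyrate wells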
GC-A act = GC-A (human) enzyme activation | HEK293 GC-A cells, cGMP TR-FRET, EC30 ANP; 0% at EC30 ANP, 100% saturating ANP | P16066 | AID 1671463 | 370,000 compounds, 0.14% hits | activation, % at 10 µM; in the data active = activation above about 40%
SMARCA2 activ = SMARCA2 function activation, primary screen; 370,000 compounds, 1% hits; AID 652017; activation, % at 9.1 µM; MG213 cells, MMTV-luciferase reporter, dexamethasone, overnight; in the data active = activation above about 7.8%;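 note: 0% = vehicle wells and 100% = reference activator wells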
hcDAF-12 act = activators of H. contortus DAF-12 nuclear receptor | AID 652067 | 370,000 compounds, 1.4% hits | activation, % at 6.8 µM | HEK293 hcDAF-12 lit1-tk-luc reporter, luminescence; 0% DMSO, 100% Δ7-dafachronic acid;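 active = activation above the mean of all tested compounds plus 3 SD, cut at about 5.5% in these data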;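 note: 100% = response to 3 µM Δ7-dafachronic acid high control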
ssDAF12 agonist = S. stercoralis DAF-12 activation, primary screen; HEK293 ssDAF-12/GRIP1 lit1-tk-luc reporter, luminescence; % of 3 µM dafachronic acid response; activation, % at 6.8 µM; 370,000 compounds, 1% hits;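 active = activation above the mean over all tested compounds plus 3 SD, cut at about 0.9% in these data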;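 note: 0% = DMSO-only wells and 100% = 3 µM delta7-dafachronic acid wells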
NPR2 activator = GC-B (human) receptor activation | activation, % at 10 µM | 370,000 compounds, 0.11% hits | HEK293-GC-B cells, CNP EC30, cGMP TR-FRET; 0% at EC30 CNP, 100% saturating CNP | AID 1920062;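 active = activation at 10 µM reaching about 35% in either raw or pattern-adjusted values, limit read from the data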
Starred values were filed as active, the others as inactive; x = not tested or not shown.

SMILES,DAX1 inh-1,FXN GAA850 act,DAX1 inh-2,proKLK7 act,sPLA2-III inh,hgDAF-12 ag,GC-A act,SMARCA2 activ,hcDAF-12 act,ssDAF12 agonist,NPR2 activator
CC(=O)CCc1oc2ccc(C)cc2c1-c1ccccc1,0.4,-0.7,-2.3,-0.3,0,0.2,-3,-1,-2.1,-1.4,-6
NC(=O)c1ccc(SCC(=O)OCC(=O)NC2CCCCCCC2)c([N+](=O)[O-])c1,-0.4,-0.3,0.5,0.2,-8,4.5,5,6,-0.3,-1.5,6
O=c1[nH]c(=O)n([C@H]2C[C@H](O)[C@@H](CO)O2)cc1F,-4.6,-8.8,-2.7,0.1,2,-7.6,-3,-3,-2.4,-1.3,-1
CC(C)CC(C(=O)NCC1CCCO1)N(C(=O)Cn1nnc(-c2ccc(F)cc2)n1)c1ccccc1F (stereo not given),-0.1,-1.7,1.2,-0.6,-6,-0.7,0,-1,-0.4,-1.5,1
O=C(COC(=O)C(Cc1ccccc1)NC(=O)c1ccccc1)c1ccccc1 (stereo not given),-0.1,2.0,-1.3,0.5,-9,1.8,-2,2,0.5,-1.3,-4
O=C(CCC(=O)N/N=C/c1ccc(Br)s1)NCc1ccccc1,-0.3,0.4,-0.5,-0.2,3,-0.5,0,4,-1.0,-1.1,-1
COc1cc(C(=O)NCc2ccc(-c3nc4ccccc4o3)cc2)cc(OC)c1OC,1.1,1.6,-0.6,-0.1,-3,-0.2,-1,-1,2.9,-0.7,-3
Cc1nnc2ccc(-c3ccc(NS(=O)(=O)c4ccc(Cl)s4)cc3)nn12,-0.7,5.7,0.0,0.8,-5,-3.1,13,3,-3.1,-0.5,-2
Cc1nc(CN(C)C(=O)c2cc(COc3ccc4ncccc4c3)on2)cs1,-4.2,-3.3,-3.8,0.1,3,-10,-2,-5,-4.7,-3.0,0
CN(C(=O)COC(=O)CSCc1cccc(Cl)c1)c1c(N)n(Cc2ccccc2)c(=O)[nH]c1=O,-0.6,-1.5,0.0,0.2,-7,3.5,-2,0,-0.5,-0.7,0
Cc1[nH]c2ccc(Br)cc2c(=O)c1CN1CCCCC1,0.8,0.7,-0.1,0.7,1,0.9,3,-1,0.6,-0.2,4
CN(C1CCCCC1)C(CNS(=O)(=O)c1ccccc1)c1ccccc1 (stereo not given),0.7,-5.1,0.2,-0.2,-3,-0.5,-12,-2,-0.6,-1.2,-7
CCN(CC)C1CCN(Cc2c(C(=O)N3CCCCCCC3)nc3ccc(Cl)cn23)C1 (stereo not given),0.1,1.6,1.1,0.3,-6,0.1,1,1,-0.9,-0.9,2
COc1cc(OC)cc(C(=O)NNC(=O)C2CCC2)c1,-0.2,-0.3,0.2,0.2,6,0.9,-4,-2,-2.1,-1.8,-3
CC(C(=O)NCC1CCCCC1)N(C)Cc1ccc(Cl)cc1 (stereo not given),-1.1,0.3,-0.7,0.0,4,1.6,-4,3,0.0,-1.3,-4
C[C@@H]1CN([C@H](C)CO)C(=O)CCCn2nncc2CO[C@@H]1CN(C)S(=O)(=O)c1ccc(C#N)cc1,0.0,0.6,1.2,0.2,-1,-1.1,1,-2,0.9,-1.6,-3
O=C(O)c1cc(S(=O)(=O)N2CCCc3ccccc32)ccc1Cl,0.2,1.2,1.0,0.3,6,2.5,3,0,1.1,-0.4,0
COc1ccccc1NC(=O)CN(c1ccc(C23CC4CC(CC(C4)C2)C3)cc1)S(C)(=O)=O,-1.4,9.4*,1.3,0.5,-19,1.0,-2,-4,-1.4,-1.4,1
CCN(C(=O)CSc1nnc(C)n1-c1cccc(C)c1)C1CCS(=O)(=O)C1 (stereo not given),1.4,0.1,0.4,-0.4,2,-0.5,-3,0,0.1,-0.9,7
Cc1ccc(Cc2c(-c3ccc(F)cc3)nc3ccc(Cl)cn23)cc1,1.7,0.9,2.8,-1.4,-14,3.0,17,-1,1.4,0.6,20
CC1=C(C)C(=O)OC(C(C)C2CCC3C4CC=C5CC(OC6OC(COC7OC(CO)C(O)C(O)C7O)C(O)C(O)C6O)CC(O)C5(C)C4CCC23C)C1 (stereo not given),-0.2,0.3,1.2,-0.5,-18,1.3,4,-1,-1.3,-1.5,-6
CCCn1nc(C(=O)Nc2ccc3c(c2)OCCO3)c2ccccc2c1=O,-0.7,-0.3,1.2,0.2,4,3.1,-2,-3,-1.7,-1.4,-2
CCCN(C)C1CN(Cc2cn(Cc3ccc(C(F)(F)F)cc3)nn2)S(=O)(=O)C1 (stereo not given),1.5,x,x,0.6,9,1.5,0,-4,1.1,-1.2,1
CC1Cc2cc(S(=O)(=O)NCCc3ccccc3)ccc2N1C(=O)C1CC1 (stereo not given),-0.3,1.4,-0.5,0.1,-13,0.0,5,-3,-1.9,-0.1,5
CC1(C)CC(=O)C(C=NCCN2CCN(C3CC(=O)N(c4ccc(F)cc4)C3=O)CC2)=C(O)C1 (stereo not given),-0.4,2.1,0.5,-0.2,2,-2.3,-3,2,-1.1,-1.3,-2
O=C(O)/C=C/C(=O)NNC(=O)c1ccccc1Br,0.2,0.2,-0.2,0.1,3,-1.4,-2,0,-0.5,-1.0,-2
COc1ccc(S(=O)(=O)NCCN2CCOCC2)cc1Br,-0.4,-0.2,0.3,-0.2,-1,0.3,-1,-3,1.1,-1.7,-1
COc1cc(NC(=O)CN(C)CCOc2ccccc2)c(C)cc1[N+](=O)[O-],-1.1,-0.2,-2.2,0.4,-4,1.6,-15,-4,-2.6,-1.3,-9
Cc1ccc(NC2CCCN(C(=O)Cc3nonc3C)C2)cc1C (stereo not given),-0.7,3.9,0.2,0.3,-2,1.6,1,-4,1.1,-1.1,0
Cc1ccc(C(=O)CSc2cnc3ccccc3n2)cc1C,1.5,-5.5,-1.2,-0.2,-39,-5.0,-2,-2,-0.2,-1.6,9
CCOC(=O)C1=NN(c2ccc([N+](=O)[O-])cc2)CC1C(=O)OC (stereo not given),0.3,0.9,0.1,-0.1,3,2.0,3,2,1.4,-1.7,3
Cc1c(N=c2scc(-c3ccccc3)n2CCO)c(=O)n(-c2ccccc2)n1C,-0.1,1.0,-1.1,-0.8,-1,2.5,2,-2,-1.7,-0.5,1
CC(C)(C)OC(=O)N/N=C/c1c[nH]c2ccccc12,0.8,4.9,0.1,-0.4,4,12*,-1,3,11*,1.4*,3
O=C(Nc1ccc(C(=O)O)cc1)/C(=C\c1ccco1)NC(=O)c1ccco1,0.1,0.6,1.0,4.8,6,4.8,1,-2,-1.8,-1.6,4
CN(c1ccc(C(=O)NCc2cccs2)cc1)S(=O)(=O)c1ccccc1,0.1,-0.1,0.8,0.0,-6,-1.5,1,4,-1.7,-1.3,0
COc1cc(NC(=O)C(F)(F)F)cc(OC)c1,-0.5,-3.3,0.5,-1.0,3,-0.8,3,0,-0.9,-1.6,0
O=C1NC[C@@H](Cc2ccc(O)cc2)N(CCc2cc(C(F)(F)F)cc(C(F)(F)F)c2)C1=O,-0.5,x,x,-0.2,-11,-3.4,2,-4,-0.4,-0.6,-4
Cc1ccc2nc(/C(C#N)=C\c3cc(O)ccc3[N+](=O)[O-])[nH]c2c1,0.4,2.3,1.4,-1.3,-9,4.0,0,2,1.0,0.0,1
CCOc1ccc(CCN2C(=O)C(=O)N([C@@H](CC(C)C)CN3CCC[C@H]3CN3C(=O)C(=O)NC[C@@H]3Cc3ccccc3)C[C@@H]2CC(C)C)cc1,0.2,x,x,0.2,4,-2.6,-7,0,1.5,-0.5,-12
O=C(NCc1ccncc1)Nc1ccccc1,0.6,0.0,2.3,0.0,-3,-1.2,-1,1,-0.6,-1.0,-6
COc1ccc(NC(=O)c2nc[nH]c2C(=O)N(C)CCO)cc1,0.0,-0.4,1.2,0.7,0,0.9,3,3,0.1,-1.2,0
Cc1ccc(SCCC(=O)Nc2ccc(OCc3ccccc3)cc2)cc1,-0.3,-0.1,-0.1,0.6,1,2.5,-1,-2,1.0,-1.5,-1
O=C1/C(=C/c2ccccc2[N+](=O)[O-])COc2ccccc21,-4.0,-9.7,-4.8,0.2,5,-4.8,2,-10,-0.1,-1.1,-2
CC1CC(c2ccccc2)NS(=O)(=O)O1 (stereo not given),-0.4,2.0,0.4,-0.5,6,-1.0,7,0,0.2,-1.1,-4
Cc1ccccc1OCC(O)Cn1c(Br)nc2c1c(=O)n(C)c(=O)n2C (stereo not given),-0.8,-0.7,-1.1,-0.4,10,-2.1,-1,-1,-3.0,-2.2,-11
Cc1cc(=O)n(CCC(=O)O)c2ccccc12,0.3,1.1,0.5,0.2,4,1.4,-1,2,1.8,-1.1,0
COc1ccc2oc(C(=O)Nc3ccc(N4CCOCC4)cc3)c(C)c2c1,-2.6,-1.7,-1.7,0.5,18,-3.7,-2,-1,-2.3,-1.6,-1
CN1CCN(S(=O)(=O)CC2(C)C3CCC2(C)C(=O)C3Br)CC1 (stereo not given),0.5,2.8,0.4,0.0,-1,4.4,0,-1,-0.8,-0.6,1
COc1cc(OC)c(-n2cc(-c3ccc(Cl)cc3)[nH]c2=O)cc1Cl,-0.2,1.3,-0.4,-0.3,-36,-2.3,-5,-3,-1.9,-1.7,1
Cc1ccc(S(=O)(=O)N2[C@@H](c3ccc(Br)cc3)C(C(=O)O)=CC[C@H]2c2cccc(Cl)c2)cc1,-0.5,-0.1,-1.5,-0.2,-4,1.6,0,0,-1.6,-1.2,-4

Further structures follow:
SMILES,DAX1 inh-1,FXN GAA850 act,DAX1 inh-2,proKLK7 act,sPLA2-III inh,hgDAF-12 ag,GC-A act,SMARCA2 activ,hcDAF-12 act,ssDAF12 agonist,NPR2 activator
Cc1cc(C)n(-c2cccc(C(=O)O)c2)n1,0.2,-0.3,-0.6,0.3,7,3.3,-2,-5,-0.2,-0.8,-3
O=C(Nc1ccc(-c2nnc(-c3ccccc3)o2)cc1)C1CCCO1 (stereo not given),3.8*,4.4,4.1,0.5,-3,14*,-8,5,3.4,0.2,-9
CCOC(=O)c1sc2nc(C)nc(NCCc3ccc(S(N)(=O)=O)cc3)c2c1C,0.2,-0.3,-0.8,0.1,-1,0.0,8,0,-0.3,-0.8,-2
Nc1nc2c(ncn2[C@@H]2O[C@H](CNCc3ccc(OCCCN4CCOCC4)cc3)[C@@H](O)[C@H]2O)c(=O)[nH]1,1.2,x,x,-0.5,-1,-0.6,5,-4,-1.7,-0.5,5
Clc1ccccc1N/N=C/c1ccc2c(c1)OCO2,2.3,2.6,4.3*,-0.1,8,9.5,3,6,4.4,-0.8,-3
N#Cc1c(NC(=O)CCN2C(=O)c3ccccc3C2=O)oc(-c2ccccc2)c1-c1ccccc1,0.3,-1.4,0.2,-0.1,-5,-0.4,-4,-1,-2.8,-1.4,0
COC(=O)CSc1nnnn1-c1cccc2ccccc12,0.6,-1.9,2.6,0.1,-6,0.2,-2,-1,2.4,-0.5,0
